OPRM1-OPRD1 inv: mu-delta opioid heterodimer inverse agonism; P35372+P41143; inhibition, % at 9.3 µM; 340,000 compounds, 0.21% hits; cell-based MOR-DOR heterodimer luminescence; in the data active = inhibition above about 22%, passing the limit was not always enough;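 also: 0% = cells with DMSO and 100% = wells without cells with DMSO; values of inactives mirror those of a sister screen read the other way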
OPRM1-OPRD1 ag: OPRM1-OPRD1 heterodimerization agonism; P35372+P41143; cells, luminescence; activation, % at 9.3 µM; 340,000 compounds, 0.3% hits; in the data active = activation above about 18%;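 also: 0% = vehicle-treated cells and 100% = reference agonist; values of inactives mirror those of a sister screen read the other way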
Keap1 Nrf2 FP: disrupts human Keap1 binding to Nrf2 peptide; inhibition, % at 9.4 µM; Q14145; 340,000 compounds, 0.15% hits; Keap1 Kelch-Nrf2 peptide fluorescence polarization, 1536-well; in the data active = inhibition above about 12%;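 also: human Keap1 Kelch domain with fluorescein labeled Nrf2 9mer peptide probe; 0% = neutral control wells and 100% = peptide positive control; higher means more block of Keap1 binding to Nrf2 peptide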
Target sequence (Q14145 whole entry, looked up, the tested form may be a part): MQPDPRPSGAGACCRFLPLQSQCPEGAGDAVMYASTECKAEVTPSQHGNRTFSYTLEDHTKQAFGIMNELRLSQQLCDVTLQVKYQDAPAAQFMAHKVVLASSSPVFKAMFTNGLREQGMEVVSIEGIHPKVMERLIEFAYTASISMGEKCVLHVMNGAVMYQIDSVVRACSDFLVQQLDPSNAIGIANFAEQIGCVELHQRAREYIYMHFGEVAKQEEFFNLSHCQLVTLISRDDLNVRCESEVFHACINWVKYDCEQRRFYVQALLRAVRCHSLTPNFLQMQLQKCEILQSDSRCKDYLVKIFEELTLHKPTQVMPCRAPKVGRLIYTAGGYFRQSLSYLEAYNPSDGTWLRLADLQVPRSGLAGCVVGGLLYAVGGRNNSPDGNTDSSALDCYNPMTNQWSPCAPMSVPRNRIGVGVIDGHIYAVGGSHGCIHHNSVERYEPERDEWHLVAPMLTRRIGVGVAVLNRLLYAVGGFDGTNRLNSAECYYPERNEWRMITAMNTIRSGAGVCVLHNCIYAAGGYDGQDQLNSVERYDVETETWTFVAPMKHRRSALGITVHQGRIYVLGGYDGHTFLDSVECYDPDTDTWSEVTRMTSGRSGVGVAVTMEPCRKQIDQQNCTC
Wnt bcat act: Wnt/beta-catenin pathway activation; 300,000 compounds, 1.2% hits; activation, % at 9.35 µM; Wnt/beta-catenin reporter cell assay, activator, plate reader; in the data active = activation above about 30%, passing the limit was not always enough;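 also: 0% = neutral control wells and 100% = positive control wells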
Arrestin-AP2 inh: human beta-arrestin and AP2 interaction inhibition; FITC-arrestin peptide / GST-AP2 beads, flow cytometry; AP2 beta2 appendage carries R879A mutation; inhibition, % at 10 µM; 340,000 compounds, 0.31% hits;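 active = inhibition above a set limit, near 3 SD of compounds lacking own fluorescence, cut at about 54% in these data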;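 also: plate controls were DMSO wells for no effect and 5 µM unlabelled arrestin peptide for full effect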
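test system = AP2 appendage R879A on GSH beads | buffer or medium = PBS plus Tween 20 (0.05%) and BSA (0.1%) | incubation = 12 min plus 1 h, RT | detection = bead flow cytometry, FITC channel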
C-LANA FP: blocks KSHV LANA C-terminal domain binding to DNA; MBP-C-LANA/FAM-LBS DNA binding, fluorescence polarization; inhibition, % at 9 µM; 340,000 compounds, 0.078% hits; AID 504423;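 active = highest replicate inhibition at or above 60% at 9 µM, even if other replicates fall short; inactive = all replicates below 60% inhibition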;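 also: 0% = neutral control wells and 100% = 4 µM acridine orange control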
Cardiac RTF inh: cardiac RTF calcium desensitization; P19429+P45379; IANBD-labeled cardiac RTF, Ca2+ fluorescence; inhibition, % at 7.15 µM; 340,000 compounds, 0.12% hits;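 active = inhibition above the mean inhibition of all tested compounds plus 3 SD, cut at about 17% in these data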;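 also: assay run at fixed EC70 calcium of 1.6 mM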
Pemphigus Ab inh: human desmoglein-3 autoantibody binding inhibition; DSG3-coupled beads, scFv-anti-DSG3-GFP binding, flow cytometry; stronger effect = lower value; binding (percent of control), % at 10 µM; 310,000 compounds, 0.48% hits;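 active = binding more than 3 SD below its plate's average and above zero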;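 also: hits lower antibody fragment binding to DSG3; some compounds called inactive have numbers as strong as hits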
RTF Ca sens act: cardiac RTF calcium sensitization; 340,000 compounds, 0.24% hits; P19429+P45379; IANBD-labeled TnC RTF fluorescence at EC20 calcium; 0% EC20 calcium, 100% full calcium; activation, % at 7.2 µM;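 active = activation above the mean over all tested compounds plus 3 SD, cut at about 30% in these data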;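 also: rise in fluorescence read as greater calcium sensitivity of cardiac thin filaments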
V-ATPase pH: yeast V-ATPase proton transport regulation by pHLuorin; S. cerevisiae, pHLuorin cytosolic pH fluorescence; response, % at 10 µM; 350,000 compounds, 0.37% hits; AID 504577; in the data active = response mostly above about 7.3%, no sharp cut-off; inactive = mostly below about 5.4%; also: actives read high; inactives centre near 0; some compounds called inactive have numbers as strong as hits; reference of the scale not given here
* hit, by the source's call; . = no result given.

SMILES	OPRM1-OPRD1 inv	OPRM1-OPRD1 ag	Keap1 Nrf2 FP	Wnt bcat act	Arrestin-AP2 inh	C-LANA FP	Cardiac RTF inh	Pemphigus Ab inh	RTF Ca sens act	V-ATPase pH
O=C(NCC(c1ccco1)N1CCc2ccccc2C1)c1ccccc1Br (stereo not drawn)	9	-1.5	2	-5	-9	0.4	-6	100	-2	0
Cc1cc(C)n(-c2nc3ccccc3nc2N2CCCCCC2)n1	-35	5.8	3	0	18	0.8	-5	90	6	16
COc1ccccc1N1CCN(CCCCCCOc2ccc(F)cc2)CC1	-14	2.6	3	-1	14	-1.7	-2	101	3	-3
COC(=O)Cn1c(=O)c2c(nc3n2CCCN3CCc2ccccc2)n(C)c1=O	6	-1.0	3	0	-2	-0.1	-4	114	9	0
O=C(NCc1cccnc1)c1c(F)c(F)c(F)c(F)c1F	4	-0.7	-6	-3	-3	-0.5	1	113	7	-1
COc1ccccc1N1CCN(C(=O)c2cc(C)on2)CC1	13	-2.0	2	2	1	0.5	7	.	-4	1
O=S(=O)(c1ccc(Cl)c(NC(=S)Nc2cccc(O)c2)c1)N1CCOCC1	2	-0.5	-2	0	0	6.3	4	111	-4	-1
COc1cc2nc(CN(C)CC(=O)Nc3ccc(N4CCOCC4)cc3)[nH]c(=O)c2cc1OC	-11	2.4	-7	.	0	-0.8	-7	103	2	0
Cn1c(SCC(=O)N2CCCc3ccccc32)nnc1-c1ccco1	18	-3.1	1	.	-4	-1.1	2	106	-2	-13
Cc1cc(NC(=O)COn2nnc3ccc(Cl)cc32)no1	5	-1.1	2	-2	-7	1.9	-7	109	0	-1
CCc1c(C)c2c(C)nn(-c3ccccc3)c2[nH]c1=O	13	-2.1	-3	5	-4	0.7	1	101	-6	-5
CC#C[C@@H](CC)c1ccc2ccn(C)c2c1	-4	0.7	-1	10	2	-0.5	2	105	-5	-1
COc1ccc(-n2nc(C(=O)O)nc2-c2ccccc2)cc1	-1	0.1	-4	.	-8	-1.7	-2	109	1	4
CC1CC(C)CN(CCCNC(=O)c2ccc3c(SCC(=O)O)c4c(nc3c2)CCC4)C1 (stereo not drawn)	18	-3.5	-4	2	-10	-1.6	-5	82	-4	-3
COc1cc(C(=O)Nc2cc3c4c(c2)CC(=O)N4CCC3)cc(OC)c1OC	11	-1.8	-2	-1	2	0.7	-2	86	-10	7
COc1cc(C(c2sc3ncnn3c2O)N2CCN(c3ccccc3F)CC2)cc(OC)c1OC (stereo not drawn)	5	-0.9	2	1	7	2.3	-8	102	6	-2
CCCC(=O)Nc1nn(CC(C)C)c2nc3cc(C)ccc3cc12	10	-2.1	-6	-2	16	-0.4	-8	97	-1	-3
CCOC(=O)C1CCCN(C(=O)Nc2ccccc2)C1 (stereo not drawn)	7	-1.3	-2	.	23	0.5	-3	99	0	2
O=C(CCc1ccccc1)NC(=S)Nc1ccc(S(=O)(=O)N2CCOCC2)cc1	4	-0.6	-4	-4	12	1.4	-11	96	-3	-1
CCC(=O)Nc1ccc2c(c1)ncn2-c1ccc(C)cc1	1	-0.1	2	-4	31	-2.1	-2	114	3	7
COc1ccc(S(=O)(=O)Nc2ccc3c(c2)C(=O)N([C@H](C)CO)C[C@H](C)[C@@H](CN(C)S(=O)(=O)c2ccc(F)cc2)O3)cc1	13	-2.7	-3	-4	-6	-0.4	10	104	8	0
O=C(CNC(=O)c1nn(Cc2ccccc2)c(=O)c2ccccc12)Nc1ccc(F)c(F)c1F	4	-0.7	-4	2	31	0.9	-2	135	3	-2
COc1ccc(Cc2nnc(SC(C)C(=O)Nc3ccc(C(N)=O)cc3)o2)cc1 (stereo not drawn)	21	-3.2	-3	1	-8	2.9	-3	101	-1	4
CCN(CC(=O)Nc1ccccc1C(F)(F)F)C(=O)c1cccc(S(=O)(=O)N2CCN(C)CC2)c1	3	-0.6	-3	-2	4	-0.8	-1	101	-8	-7
CCCCNC(=O)CCC(=O)NNc1nc2ccccc2c2nc(-c3ccccc3)nn12	17	-2.8	-4	-1	-1	0.6	-1	100	-6	-1
Cc1ccc(-c2ccc(=O)n(CCC(=O)N3CCN(Cc4ccccc4)CC3)n2)cc1	5	-1.0	-2	1	3	-1.4	-15	95	1	0
O=C(CNc1ccc(F)cc1Cl)Nc1cccc(S(=O)(=O)N2CCCCC2)c1	-37	7.0	-1	4	-32	-0.7	-1	100	0	11
S=C(NCc1ccco1)Nc1ccccc1	10	-1.7	-2	1	24	0.1	-10	100	3	4
Cc1c(C(N)=O)sc2ncn(CC(=O)NCCc3ccccc3)c(=O)c12	17	-3.6	0	1	23	1.5	0	82	3	-4
CC(Oc1ccccc1)C(=O)N=C1SC2CS(=O)(=O)CC2N1c1ccc(F)cc1 (stereo not drawn)	10	-2.0	-4	-2	33	0.5	-2	96	4	-3
CC(C)NC(=O)NNC(=O)c1cc(COc2cc(Cl)cc(Cl)c2)on1	11	-2.1	1	3	-5	-1.9	-5	111	-1	0
COc1ccc(CN(C)C(=O)COc2cccc(-n3cnnn3)c2)cc1OC	11	-2.6	-5	-1	-4	1.4	-5	.	-6	-1
O=C(NC1CCSc2ccccc21)c1ccc(Cl)c(S(=O)(=O)N2CCOCC2)c1 (stereo not drawn)	5	-0.9	-4	0	2	-0.5	-2	.	-1	3
Cc1ccc(C(=O)c2cn[nH]c2-c2ccccc2O)cc1	19	-3.2	2	.	16	-0.4	2	112	3	-4
Cc1ccc(NC(=O)c2cccc(NC3=NC4CS(=O)(=O)CC4S3)c2)cc1 (stereo not drawn)	-1	0.1	-2	-2	-2	-0.2	1	96	-4	-5
O=C(COC(=O)c1cc(-c2cccs2)nn1-c1ccccc1)Nc1cccc([N+](=O)[O-])c1	-24	3.7	-6	-1	2	-0.6	0	88	7	-1
CN(c1ccccc1)c1nc(N)c([N+](=O)[O-])c(Nc2cccc(F)c2)n1	14	-2.9	2	3	-2	1.2	-2	109	-3	0
Cc1cccn2c(=O)c3cc(C(=O)N4CCOCC4)n(C)c3nc12	17	-3.3	-2	-2	-9	0.8	-2	98	-6	-2
CN(Cc1ccc(F)cc1)C(=O)c1cc(COc2ccc(F)cc2F)on1	-8	1.6	2	-1	23	-0.6	-4	98	-5	4
COc1cc2c(cc1OC)C(C)N(C(=S)Nc1ccccc1)CC2 (stereo not drawn)	0	-0.1	2	-3	-5	-2.3	-7	99	-7	2
COCCNC(=S)N1CCC(C(=O)c2ccc3c(c2)OCCO3)CC1	6	-1.2	-3	-2	7	1.0	4	97	-2	4
CCCCCC1CC(=O)NC1(C(=O)OCC)C(=O)OCC (stereo not drawn)	8	-1.6	0	-1	1	0.8	2	99	-4	3
Cn1nnnc1SCC(=O)Nc1cc(C(C)(C)C)nn1-c1ccccc1	10	-1.6	2	-11	-2	1.0	-12	90	-1	-1
Cc1ccc2[nH]c(C(=O)N/N=C/c3ccccc3O)c(C)c2c1	-8	1.5	1	1	16	0.0	-5	91	-3	-1
CN1C(=O)c2ccc(C(=O)Nc3nccs3)cc2C1=O	13	-2.0	1	1	-4	-0.4	0	82	-1	0
CN(C)c1ccc(NS(=O)(=O)c2ccc(-c3csnn3)cc2)cc1	.	.	.	3	7	.	.	108	.	-1
COc1ccc(OC)c(/C=C/C(=O)c2ccc3c(c2)OCCO3)c1	9	-1.9	-3	-1	1	-0.8	-9	131	7	2
CCCCOc1ccc(C(=O)N2CCN(c3ccc(N4CCOCC4)nn3)CC2)cc1	-11	1.7	0	-1	-9	3.1	-9	109	-2	1
Cc1cc(C(=O)Nc2ccccc2Cl)n(-c2ccccc2)n1	9	-2.1	0	-1	-3	1.0	0	112	-4	2
CCCCN(CCCC)CC(O)COc1ccccc1Br (stereo not drawn)	-24	4.6	-2	-2	25	-1.0	-7	105	1	-1
CN(C)C(=O)c1ccc(=O)n(Cc2ccc(Cl)cc2Cl)c1	7	-1.5	4	-1	-9	-1.7	-5	110	-2	-3
O=Cc1[nH]c2ccccc2c1N(C(=O)CCl)c1ccccc1	3	-0.5	-6	1	27	1.7	-3	101	2	0
CCOC(=O)c1cnc2nc(NCc3ccc(OC)c(OC)c3)[nH]n2c1=O	10	-2.4	-1	.	-8	0.1	1	109	3	2
Cc1ccc(OCC(=O)Nc2ccccc2-c2ccccc2NC(=O)COc2ccc(C)cc2)cc1	4	-0.8	-3	.	-10	0.7	-2	103	2	-2
O=C1C(c2ccnc3ccccc23)=C(O)c2ccccc21	1	-0.2	-1	.	3	2.9	6	106	-3	2
CC1(C)CC(=O)C2=C(C1)OC1=C(C(=O)CC(C)(C)C1)C2c1cc([N+](=O)[O-])cc([N+](=O)[O-])c1O	16	-3.1	-2	-3	49	-2.0	2	81	-3	0
COc1ccc(OC)c2sc(NC(=O)c3ccc(Br)s3)nc12	1	-0.2	-6	1	1	-0.6	-2	112	10	2
CCC1(c2ccccc2)NC(=O)N(CC(=O)N(C)Cc2c(F)cccc2Cl)C1=O (stereo not drawn)	4	-0.8	1	2	17	-0.7	3	94	-12	1
C[C@@H](C(=O)Nc1ccc2ccccc2c1)[C@@H]1C[C@@]1(C)[C@@H](NC(=O)c1cccnc1)c1ccccc1	20	-3.6	0	-2	26	3.4	-8	100	-5	4
COc1ccc(C(=O)Nc2ccc(C3CC3(Cl)Cl)cc2)cc1 (stereo not drawn)	-11	2.2	-5	-1	8	-0.2	-4	114	5	-1

Of the compounds above, these have a furan ring, fused or not.
SMILES	OPRM1-OPRD1 inv	OPRM1-OPRD1 ag	Keap1 Nrf2 FP	Wnt bcat act	Arrestin-AP2 inh	C-LANA FP	Cardiac RTF inh	Pemphigus Ab inh	RTF Ca sens act	V-ATPase pH
O=C(NCC(c1ccco1)N1CCc2ccccc2C1)c1ccccc1Br (stereo not drawn)	9	-1.5	2	-5	-9	0.4	-6	100	-2	0
Cn1c(SCC(=O)N2CCCc3ccccc32)nnc1-c1ccco1	18	-3.1	1	.	-4	-1.1	2	106	-2	-13
S=C(NCc1ccco1)Nc1ccccc1	10	-1.7	-2	1	24	0.1	-10	100	3	4

Following part
SMILES	OPRM1-OPRD1 inv	OPRM1-OPRD1 ag	Keap1 Nrf2 FP	Wnt bcat act	Arrestin-AP2 inh	C-LANA FP	Cardiac RTF inh	Pemphigus Ab inh	RTF Ca sens act	V-ATPase pH
COc1ccccc1OCC(=O)Nc1cc(Cl)ccc1Oc1ccccc1	9	-1.5	-3	0	-5	-2.5	-7	95	1	-1
O=C(c1cccc(F)c1)N1CCCN(C(=O)c2cccc(F)c2)CC1	13	-2.1	0	-5	-8	-0.4	-28	99	-3	1
O=c1cc(-c2cccc3ccccc23)[nH][nH]1	16	-3.0	0	.	2	-1.9	-6	99	-1	-1
COc1ccc(C2C(C(N)=O)=C(C)Nc3nc(CCCO)nn32)cc1OC (stereo not drawn)	9	-1.7	-1	.	5	-1.1	1	97	2	1
c1ccc(CCN2CN(CCCN3CCOCC3)c3nc4ccccc4n3C2)cc1	8	-1.2	-3	-4	4	0.8	-3	100	-4	1
O=C1NCCN1CCN1C(=O)c2ccccc2NC1c1ccccc1 (stereo not drawn)	12	-2.3	-2	4	-7	-0.8	-3	118	5	-1

From PubChem
